Growth percent in the NCI-60 one-dose screen (48 h, 10 µM unless noted): 100 = growth as untreated, 0 = no growth, -100 = all killed.
T-47D: T-47D breast cancer | AID 1794792 | 79,000 compounds, 5% hits
MDA-MB-468: MDA-MB-468 breast cancer | AID 2202374 | 78,000 compounds, 8.5% hits
BT-549: BT-549 breast cancer; 78,000 compounds, 4.4% hits
K-562: K-562 leukemia | 78,000 compounds, 7.4% hits
SR: SR leukemia cells | AID 1794780 | 73,000 compounds, 8.7% hits
MDA-MB-231: MDA-MB-231 breast cancer; 81,000 compounds, 5% hits
MCF7: MCF7 breast cancer; 82,000 compounds, 6.3% hits; AID 1794796
MOLT-4: MOLT-4 leukemia cells; 80,000 compounds, 6.9% hits; AID 1794779
Active calls of the source: *; . = no result given; & = joins results of further samples. How the source made its calls: active means growth percent below 10; inactive means the rest. The order is random. About 13% of those tested had a hit in this group.

(1) C=C1C(=O)O[C@H]2[C@H]1CC/C(COC(=O)NCCc1c[nH]c3ccc(OC)cc13)=C\CC[C@@]1(C)O[C@@H]21
(2) CCn1cc(C(=O)O)c(=O)c2cc(F)c(N3CCNCC3)cc21
(3) O=C1NC(=S)NC(=O)C1Cn1cnc2ccccc21
(4) O=C(N/N=C\c1ccc(Cl)cc1)C(=O)N/N=C\c1ccc(Cl)cc1
(5) COc1cc(-c2cc(-c3ccc(Nc4nc(Nc5ccc(Cl)cc5)nc(Nc5ccc(Cl)cc5)n4)cc3)no2)cc(OC)c1OC

entry no.,1,2,3,4,5
T-47D,-35*,124,103,99,46
MDA-MB-468,-45*,93,101,124,.
BT-549,-22*,110,107,95,89
K-562,3.6*,97,99,95,51
SR,12,100,.,91,16
MDA-MB-231,39,100,102,91,64
MCF7,27,107,94,97,49
MOLT-4,3.5*,94,99,98,-10*

(6) Cc1nn2c(-c3nc4cc(Cl)c(F)cc4[nH]3)c(-c3ccccc3)nc2s1
(7) Cc1cc(-c2ccccc2)nc2ccccc12
(8) O=C(/C=C/C12c3ccccc3C(c3ccccc31)C1C(=O)NC(=O)C12)c1ccco1 (stereo not drawn)
(9) COc1cc(NC(=O)CN2CCN(c3cc(=O)n(-c4ccccc4)c4ccccc34)CC2)cc(OC)c1OC
(10) CCCCC(C)(C)O

entry no.,6,7,8,9,10
T-47D,68,99,19,98,100
MDA-MB-468,98,100,22,102,102
BT-549,92,108,19,106,100
K-562,82,92,13,104,104
SR,71,97,.,116,87
MDA-MB-231,90,94,40,89,99
MCF7,90,65,13,94,96
MOLT-4,85,92,6.2*,111,113

(11) O=C1OCc2cccc3cccc1c23
(12) Nc1ccc2c(O)cc(S(=O)(=O)O)cc2c1
(13) CC1(C)C(OS(C)(=O)=O)C(C)(C)C1OS(C)(=O)=O (stereo not drawn)
(14) O=C(NNC(=O)c1ccc(Cl)cc1Cl)c1ccccc1
(15) CCCCSc1nc(NC2CC2)c(C#N)c(-c2ccccc2)n1

entry no.,11,12,13,14,15
T-47D,114,101&85,.,104&97,85
MDA-MB-468,104,110,99,101&100,114
BT-549,.,119&95,113,107&98,96
K-562,103,97&93,117,106&108,91
SR,93,86,.,94&97,99
MDA-MB-231,111,106&107,.,111&97,77
MCF7,86,97&95,99,102&93,102
MOLT-4,93,93&87,109,99&102,107

(16) O=C(CSc1nc2ccccc2[nH]1)Nc1ccc(-c2nc3ccccc3s2)c(Cl)c1
(17) COc1c(Br)c(Br)c(Br)c(OC)c1OC
(18) c1ncc2c(n1)-c1c[nH]cc1CC2
(19) CCOC(=O)C/C(=N\Nc1cc(=O)[nH]c2ccc(Cl)cc12)C(=O)OCC
(20) Cc1ccc(C(C)C)cc1NC=O

entry no.,16,17,18,19,20
T-47D,-13*,111,102,102,96
MDA-MB-468,26,118,116,99,103
BT-549,47,103,.,99,104
K-562,20,112,98,44,120
SR,.,130,97,47,113
MDA-MB-231,-37*,90,101,99,101
MCF7,6.3*,110,171,96,102
MOLT-4,81,97,173,-0.3*,102

(21) COc1ccc(-c2nc3ccc(C)cc3c3c2c(=O)n(C)c(=O)n3C)cc1
(22) COc1ccc2nc(NCN3N=C(C)CC3=O)sc2c1
(23) COc1cc(CNS(=O)(=O)c2ccc(C)cc2)ccc1OCc1cn(-c2ccccc2)nn1
(24) O=C(Nc1ccc(C(F)(F)F)cc1)Nc1ncccc1OCc1ccc(F)cc1
(25) CCOC(=O)CC(=O)Cc1ccccc1

entry no.,21,22,23,24,25
T-47D,84,84,66,62,96
MDA-MB-468,84,95,71,81,108
BT-549,92,95,88,85,103
K-562,75,63,73,68,106
SR,49,15,.,.,103
MDA-MB-231,62,62,95,121,107
MCF7,69,66,93,85,90
MOLT-4,76,63,88,72,99

(26) COC(=O)C1(C(=O)OC)C(C(=O)c2ccccc2)C1c1ccccc1 (stereo not drawn)
(27) CN(C)c1cccc([N+](=O)[O-])c1
(28) Cc1cc(C(=O)O)c(C)cc1N
(29) Cc1nn(-c2ccc(Cl)cc2)c(C)c1N=Nc1ccccc1
(30) CS(=O)(=O)N(c1cc(-c2ccc3ncnc(Nc4cccc(Cl)c4)c3c2)cnc1Cl)S(C)(=O)=O

entry no.,26,27,28,29,30
T-47D,101,102,101,70,-2.2*
MDA-MB-468,104,120,.,101,-42*
BT-549,101,.,118,92,-8.6*
K-562,94,102,.,82,26
SR,110,92,97,75,23
MDA-MB-231,102,109,93,94,7.5*
MCF7,102,83,94,91,4.9*
MOLT-4,105,87,100,92,-11*

(31) O=C1C(Br)=CC(=Nc2ccc(O)c(C(=O)O)c2)C=C1Br
(32) Cc1ccc(CSC(=N)N)cc1C
(33) O=C1c2c(O)ccc([N+](=O)[O-])c2C(=O)c2c(O)ccc([N+](=O)[O-])c21
(34) CCCCCC(CC)C(CC)CO (stereo not drawn)
(35) Nc1nc(=O)[nH]c2ccc(C(=O)c3ccccc3)cc12

entry no.,31,32,33,34,35
T-47D,117,108,98,.,104
MDA-MB-468,113,104,103,111,113
BT-549,95,98,.,109,96
K-562,99,.,112,106,.
SR,94,.,95,103,102
MDA-MB-231,101,99,96,80,103
MCF7,105,101,84,101,95
MOLT-4,109,.,101,109,104

(36) FC(F)(F)c1nc2nccc(-c3ccc4c(c3)OCO4)n2n1
(37) Nc1nc(N)c(N=Nc2ccc(S(=O)(=O)O)cc2)c(N)n1
(38) COc1ccc(-n2cnc3cc(C(=O)N4CCCCC4)ccc32)cc1
(39) Cn1cnc2ccccc21
(40) COc1cc(-c2ccc(N=Nc3cc(S(=O)(=O)O)c4ccccc4c3O)c(OC)c2)ccc1N=Nc1cc(S(=O)(=O)O)c2ccccc2c1O

entry no.,36,37,38,39,40
T-47D,88,107,91,90,104
MDA-MB-468,.,95,103,108,81
BT-549,94,105,.,108,106
K-562,.,96,99,93,107
SR,92,104,95,106,95
MDA-MB-231,100,109,96,108,114
MCF7,83,95,103,98,109
MOLT-4,94,98,98,76,106

(41) Cc1cc(O)c(/C=N/C(=S)Nc2cc(Cl)ccc2Cl)c(=O)o1
(42) Cc1nccn1CC(=O)c1ccccc1
(43) COc1ccc(/C=C2\COc3ccc(-c4ccccc4)cc3C2=O)c(OC)c1
(44) O=S(=O)(SC1=NCCN1)c1ccccc1
(45) COC(=O)C1=NNC(=S)N(c2cc(C)[nH]n2)C(=O)C1

entry no.,41,42,43,44,45
T-47D,92,96,68,95,90
MDA-MB-468,98,99,57,115,108
BT-549,90,112,91,97,107
K-562,116,94,.,92,94
SR,106,105,69,.,86
MDA-MB-231,97,103,93,103,110
MCF7,95,97,77,105,96
MOLT-4,102,103,58,79,84

(46) NS(=O)(=O)c1ccc(Cn2c(SCC(=O)N/N=C/c3ccc(F)cc3)nc3ccccc3c2=O)cc1
(47) O=c1[nH]c2ccccc2cc1CSc1ccc(Nc2nccc(-c3ccc(C(F)(F)F)cc3)n2)cc1
(48) CC(=O)C1C(=O)OC2C3C=CC(C3)C2C1=O (stereo not drawn)
(49) O=C(O)C1CC1
(50) CN=C(NC(C)C)c1ccc(NC(=O)c2ccc(C(=O)Nc3ccc(C(=NC)NC(C)C)cc3)cc2)cc1

entry no.,46,47,48,49,50
T-47D,89,19,92,116,102
MDA-MB-468,106,-18*,.,99,125
BT-549,114,32,126,107,91
K-562,98,55,94,136,102
SR,98,65,83,94,96
MDA-MB-231,89,12,108,113,104
MCF7,91,25,97,93,98
MOLT-4,96,56,65,108,100

A different layout for part of the listing above.
nr | SMILES | T-47D | MDA-MB-468 | BT-549 | K-562 | SR | MDA-MB-231 | MCF7 | MOLT-4
36 | FC(F)(F)c1nc2nccc(-c3ccc4c(c3)OCO4)n2n1 | 88 | . | 94 | . | 92 | 100 | 83 | 94
37 | Nc1nc(N)c(N=Nc2ccc(S(=O)(=O)O)cc2)c(N)n1 | 107 | 95 | 105 | 96 | 104 | 109 | 95 | 98
38 | COc1ccc(-n2cnc3cc(C(=O)N4CCCCC4)ccc32)cc1 | 91 | 103 | . | 99 | 95 | 96 | 103 | 98
39 | Cn1cnc2ccccc21 | 90 | 108 | 108 | 93 | 106 | 108 | 98 | 76
40 | COc1cc(-c2ccc(N=Nc3cc(S(=O)(=O)O)c4ccccc4c3O)c(OC)c2)ccc1N=Nc1cc(S(=O)(=O)O)c2ccccc2c1O | 104 | 81 | 106 | 107 | 95 | 114 | 109 | 106
41 | Cc1cc(O)c(/C=N/C(=S)Nc2cc(Cl)ccc2Cl)c(=O)o1 | 92 | 98 | 90 | 116 | 106 | 97 | 95 | 102
42 | Cc1nccn1CC(=O)c1ccccc1 | 96 | 99 | 112 | 94 | 105 | 103 | 97 | 103
43 | COc1ccc(/C=C2\COc3ccc(-c4ccccc4)cc3C2=O)c(OC)c1 | 68 | 57 | 91 | . | 69 | 93 | 77 | 58
44 | O=S(=O)(SC1=NCCN1)c1ccccc1 | 95 | 115 | 97 | 92 | . | 103 | 105 | 79
45 | COC(=O)C1=NNC(=S)N(c2cc(C)[nH]n2)C(=O)C1 | 90 | 108 | 107 | 94 | 86 | 110 | 96 | 84
46 | NS(=O)(=O)c1ccc(Cn2c(SCC(=O)N/N=C/c3ccc(F)cc3)nc3ccccc3c2=O)cc1 | 89 | 106 | 114 | 98 | 98 | 89 | 91 | 96
47 | O=c1[nH]c2ccccc2cc1CSc1ccc(Nc2nccc(-c3ccc(C(F)(F)F)cc3)n2)cc1 | 19 | -18* | 32 | 55 | 65 | 12 | 25 | 56

Next results follow.
(51) CC(=O)NCCSC(=O)C(=O)SCCNC(C)=O
(52) O=C(N/N=C\c1ccc(F)cc1)c1ccc2nc(-c3ccc([N+](=O)[O-])cc3)[nH]c2c1
(53) COc1ccc(OC)c(-c2c(C#N)c(=O)[nH]c3c2c(N)nn3-c2ccccc2)c1
(54) ICCC(c1ccccc1)(c1ccccc1)c1ccccc1
(55) O=C(Nc1ccc(OS(=O)(=O)c2ccc(C(F)(F)F)cc2)cc1)C1CCCCCC1

entry no.,51,52,53,54,55
T-47D,105,81,104,39,87
MDA-MB-468,103,113,104,23,97
BT-549,.,115,115,55,90
K-562,96,99,102,-9.2*,90
SR,114,.,100,-29*,94
MDA-MB-231,107,98,110,42,87
MCF7,125,75,101,35,87
MOLT-4,112,100,102,39,86

(56) O=C1CCC23OC=CC2C2(Nc4ccccc4NC2=O)c2c(F)cccc2N13 (stereo not drawn)
(57) CCCCNc1ccc(C(=O)NCCSCCN(CC)CC)cc1
(58) CC(C)N1CCC1CO (stereo not drawn)
(59) O=[N+]([O-])c1ccccc1N=NNc1ccccc1
(60) COc1ccc(C[n+]2c3ccccc3n3c4ccc([N+](=O)[O-])cc4ccc32)c(OC)c1OC

entry no.,56,57,58,59,60
T-47D,104,90,105,61&67,92
MDA-MB-468,115,98,91,58&42,22
BT-549,102,116,61,88&92,95
K-562,111,103,123,99&95,93
SR,114,118,95,74&89,101
MDA-MB-231,102,94,105,76&71,90
MCF7,94,104,92,73&59,73
MOLT-4,116,102,112,90&92,110

(61) C/C(CC(C)C)=N/Nc1nc(C)cc(=O)[nH]1
(62) CCN(CC)c1ccc(/C=N/NC(=O)Cc2ccc(Nc3ccnc(C(F)(F)F)c3)cc2)c(O)c1
(63) Nc1ccnn1-c1ccccc1
(64) CC(=O)/C=C(\CC(C)C)OC(=O)c1ccccc1
(65) O=C1OC(C(O)CO)C(O)=C1O (stereo not drawn)

entry no.,61,62,63,64,65
T-47D,116,28,92,105,108
MDA-MB-468,106,26,102,95,88
BT-549,114,42,87,106,.
K-562,109,23,105,99,104
SR,.,20,117,110,.
MDA-MB-231,97,43,86,105,101
MCF7,90,21,102,95,102
MOLT-4,93,10,106,90,112

(66) CSc1ncnc2n[nH]nc12
(67) COc1ccc(-c2nc3ncccn3c2-c2nnc(-c3ccsc3C)o2)cc1
(68) Cc1coc(NS(=O)(=O)c2ccc(N=Nc3ccc(O)c4ncccc34)cc2)c1C
(69) C=CC(=O)N1CCN(c2cccc(Oc3nccc(Nc4nnc(-c5ccc(Cl)cc5)s4)n3)c2)CC1

entry no.,66,67,68,69
T-47D,112,92,109,79
MDA-MB-468,108,86,103,80
BT-549,108,64,99,98
K-562,97,92,102,69
SR,103,83,87,76
MDA-MB-231,106,81,105,80
MCF7,107,77,94,80
MOLT-4,102,97,97,80

Screening data deposited in PubChem by NCI.
